TcdB GH inh: TcdB glycohydrolase inhibitors, primary screen, biochemical, single point, plate reader | TcdB glycohydrolase enzymatic assay | inhibition, % at 9.99 µM | 0.24% of 350,000 active | AID 652162, 2013; in the data active means inhibition above about 10%
PfHsp40 yeast: rescue of yeast from PfHsp40 toxicity, primary screen, S. cerevisiae, ATP luminescence. AID 504582, 2011. 0.68% of 340,000 active. growth rescue, % at 12.5 µM. S. cerevisiae expressing PfHsp40, growth rescue; in the data active means growth rescue above about 28%, passing the limit was not always enough;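 further: yeast W303a lacking pdr1 and pdr3 grown in galactose medium; growth measured after three days at 30 °C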
MazEF act: activators of E. coli MazEF toxin-antitoxin RNase, primary screen, biochemical, fluorescence, uHTS; Endoribonuclease toxin MazF (Escherichia coli (strain K12)), P0AE70; FAM/BHQ RNA-DNA oligo cleavage fluorescence, 5 h; activation, % at 20 µM; 0.32% of 350,000 active; in the data active means activation above about 50%
Target sequence (P0AE70 whole entry, looked up): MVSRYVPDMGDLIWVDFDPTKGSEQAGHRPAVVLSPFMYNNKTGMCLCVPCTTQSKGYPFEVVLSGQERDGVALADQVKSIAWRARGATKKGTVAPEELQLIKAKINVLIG
Yp Topo-I inh: Yersinia pestis topoisomerase I inhibitors, primary screen, biochemical, cleavage product accumulation, plate reader, single point | Y. pestis Topo-I cleavage product accumulation | AID 504884, 2011 | 0.064% of 360,000 active | activity, % at 10 µM; in the data active means activity above about 50%, passing the limit was not always enough; further: inactives centre near 2
Anthrax LF prot: Bacillus anthracis LF protease inhibitors, primary screen, biochemical, multiplex microsphere, MLPCN library | Lethal factor (Bacillus anthracis), P15917 | multiplex microsphere protease cleavage assay | inhibition, % at 10 µM | 0.12% of 360,000 active | AID 588501, 2011; in the data active means inhibition above about 30%; further: plate controls were buffer without enzyme for full effect and enzyme alone for no effect
Target sequence (P15917 whole entry, looked up): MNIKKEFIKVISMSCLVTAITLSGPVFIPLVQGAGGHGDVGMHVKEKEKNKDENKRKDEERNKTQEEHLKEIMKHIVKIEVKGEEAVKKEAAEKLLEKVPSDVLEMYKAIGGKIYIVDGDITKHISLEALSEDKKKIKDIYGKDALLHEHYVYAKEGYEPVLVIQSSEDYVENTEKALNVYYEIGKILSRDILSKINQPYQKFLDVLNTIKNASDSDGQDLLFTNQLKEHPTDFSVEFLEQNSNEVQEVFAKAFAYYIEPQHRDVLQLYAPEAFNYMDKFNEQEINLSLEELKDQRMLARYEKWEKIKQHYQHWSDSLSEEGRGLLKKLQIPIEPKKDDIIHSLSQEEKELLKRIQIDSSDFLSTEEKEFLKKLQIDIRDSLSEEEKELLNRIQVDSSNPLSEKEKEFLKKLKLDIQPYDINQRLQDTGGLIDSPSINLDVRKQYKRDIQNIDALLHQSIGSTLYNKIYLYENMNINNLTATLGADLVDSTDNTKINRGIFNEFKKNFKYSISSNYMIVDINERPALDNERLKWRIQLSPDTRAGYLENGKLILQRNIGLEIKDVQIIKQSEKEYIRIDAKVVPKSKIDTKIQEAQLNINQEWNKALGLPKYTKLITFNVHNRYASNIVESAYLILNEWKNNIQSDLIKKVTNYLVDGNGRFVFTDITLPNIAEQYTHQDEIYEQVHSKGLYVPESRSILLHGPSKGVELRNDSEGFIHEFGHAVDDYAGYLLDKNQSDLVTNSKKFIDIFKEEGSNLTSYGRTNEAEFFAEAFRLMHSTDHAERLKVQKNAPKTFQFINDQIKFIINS
PriA SSB inh: inhibitors of Klebsiella pneumoniae PriA binding to SSB C-terminal tail, primary screen, biochemical, AlphaScreen; PriA–SSB C-terminal tail interaction (Klebsiella pneumoniae); AlphaScreen SSBct-PriA binding, biotinylated peptide; inhibition, % at 33 µM; 0.6% of 430,000 active; in the data active means inhibition mostly above about 37%, no sharp cut-off; inactive means mostly below about 20%;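 further: plate controls were negative control peptide for no effect and reference peptide for full effect; strong numbers were not always called active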
DUSP3 inh: VHR1 phosphatase inhibitors, primary screen, biochemical, absorbance, uHTS; Dual specificity protein phosphatase 3 (Homo sapiens), P51452; recombinant VHR phosphatase, pNPP absorbance; inhibition, % at 13.3 µM; 0.52% of 290,000 active; in the data active means inhibition above about 50%; further: some compounds called inactive have numbers as strong as hits
3CLpro inhibitor: SARS-CoV 3CLpro protease inhibitors, primary screen, biochemical, quenched FRET; inhibition, % at 6 µM; Replicase polyprotein 1ab (Severe acute respiratory syndrome coronavirus), P0C6X7; recombinant SARS-CoV 3CLpro, quenched FRET peptide cleavage; 0.14% of 290,000 active; in the data active means inhibition above about 12%
BH1578 lux ind: inducers of Vibrio cholerae quorum light production without autoinducers, primary screen, BH1578 luxS cqsA deficient, single point; V. cholerae BH1578 lux reporter, luminescence, 6 h; activation, % at 18.7 µM; 0.16% of 350,000 active; AID 588436, 2011; in the data active means activation mostly above about 9.7%, no sharp cut-off; further: not every result past the cut was called active; inactives centre near 0; reference of the scale not given here
Rv3671c inh: Rv3671c serine protease inhibitors, primary screen, biochemical, fluorescence polarization, M. tuberculosis H37Rv. inhibition, % at 5.96 µM. P9WHR9. 0.048% of 320,000 active; in the data active means inhibition above about 38%;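 further: extracellular domain of Rv3671c used as enzyme; 0% = enzyme with DMSO and 100% = no enzyme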
* hit, by the source's call; & = joins results of further samples. Some of the compounds tested; the hit share may differ from the screen's.

For CCN(C[C@H]1N[C@@](CC)(C(=O)OC)[C@H]2C(=O)N(C)C(=O)[C@@H]12)C(C)=O the results were TcdB GH inh 0.3, PfHsp40 yeast -0.2, MazEF act -1, Yp Topo-I inh -2, Anthrax LF prot -12, PriA SSB inh -5, BH1578 lux ind 1.0 and Rv3671c inh -3.
For COc1ccc(C2=NCCNC(C(F)(F)F)=C2)cc1 the results were TcdB GH inh 5.7, PfHsp40 yeast 0.8, MazEF act 3, Yp Topo-I inh 16, Anthrax LF prot -1, PriA SSB inh 2, DUSP3 inh 14, 3CLpro inhibitor 0, BH1578 lux ind -0.2 and Rv3671c inh 8.
For CC(C)(C)c1ccc(-c2nnc(SCCN3C(=O)c4ccccc4C3=O)o2)cc1 the results were PfHsp40 yeast 0.3, MazEF act 0, Yp Topo-I inh 35, Anthrax LF prot -5, PriA SSB inh -7, DUSP3 inh 16, 3CLpro inhibitor 1, BH1578 lux ind 0.8 and Rv3671c inh -4.
Screening CCOC(=O)C1SC2(C(F)F)CC1(O)c1c(c(OC)c3occc3c1OC)O2 (stereo not given) returned PfHsp40 yeast 38*, MazEF act 4, Yp Topo-I inh 8, Anthrax LF prot 3, PriA SSB inh 5, DUSP3 inh 16, 3CLpro inhibitor -8, BH1578 lux ind inactive and Rv3671c inh -5.
`CCOC(=O)Cc1csc(NC(=O)c2ccoc2C)n1` gave PfHsp40 yeast -3.2, MazEF act -19, Yp Topo-I inh -6, Anthrax LF prot -1, PriA SSB inh 6, DUSP3 inh -8, 3CLpro inhibitor 3, BH1578 lux ind 0.0 and Rv3671c inh 2.
For O=C(O)C(=O)/C(=C\c1ccc([N+](=O)[O-])cc1)c1ccc2ccccc2n1 the results were TcdB GH inh 3.8, PfHsp40 yeast -2.0, MazEF act 5, Yp Topo-I inh -18, Anthrax LF prot 2, PriA SSB inh 16, DUSP3 inh 8, 3CLpro inhibitor 1, BH1578 lux ind -1.1 and Rv3671c inh 6.
Screening CCOC(=O)CSc1nnc(CNC(=O)Cc2ccccc2)n1-c1ccccc1OC returned TcdB GH inh 0.5, PfHsp40 yeast -0.6, MazEF act -1, Yp Topo-I inh -5, Anthrax LF prot -4, PriA SSB inh -1, DUSP3 inh 11, 3CLpro inhibitor 0, BH1578 lux ind -0.3 and Rv3671c inh -6.
CCn1nc(C)cc1C(=O)NC1CCCc2c1cnn2-c1cc(F)cc(F)c1 (stereo not given) was read as TcdB GH inh 0.7, PfHsp40 yeast 1.7, MazEF act 4, Yp Topo-I inh 21, Anthrax LF prot -6, PriA SSB inh -4, DUSP3 inh -4, 3CLpro inhibitor 0 and BH1578 lux ind -0.5.
Screening O=C(Nc1cccc(S(=O)(=O)N2CCCCC2)c1)c1cc([N+](=O)[O-])ccc1N1CCOCC1 returned TcdB GH inh -0.8, PfHsp40 yeast -0.8, MazEF act 1, Yp Topo-I inh -7, Anthrax LF prot 3, PriA SSB inh 7, BH1578 lux ind -2.3 and Rv3671c inh -5.
For Cc1cc(C)cc(C(=O)NCC(=O)OCc2cc([N+](=O)[O-])cc3c2OCOC3)c1 the results were TcdB GH inh 0.5, PfHsp40 yeast 1.2, MazEF act 0, Yp Topo-I inh 14, Anthrax LF prot -1, PriA SSB inh -3, DUSP3 inh 2, 3CLpro inhibitor 3, BH1578 lux ind -1.6 and Rv3671c inh 0.
Screening Cc1ccc(NC(=O)C2C3C=CC4(O3)C2C(=O)N(CCCN2CCCC(C)C2)C4C(=O)NC2CCCCC2)cc1 (stereo not given) returned TcdB GH inh -1.4, PfHsp40 yeast -0.2, MazEF act 3, Yp Topo-I inh 2, Anthrax LF prot 6, PriA SSB inh -4, DUSP3 inh 21, 3CLpro inhibitor -1, BH1578 lux ind -0.1 and Rv3671c inh 2.
COc1cccc(C2=NOC(C(=O)NCc3cccnc3)C2)c1 (stereo not given) was read as TcdB GH inh 0.1, PfHsp40 yeast -0.5, MazEF act 1, Yp Topo-I inh -2, Anthrax LF prot 5, PriA SSB inh 8, DUSP3 inh 4, 3CLpro inhibitor 1, BH1578 lux ind -6.7 and Rv3671c inh 1.
Screening COc1ccc(N=C(N(C)C)P(=O)(N(C)C)N(C)C)cc1 returned TcdB GH inh 1.7, PfHsp40 yeast -1.1&-1.2, MazEF act 1&0, Yp Topo-I inh 1&3, Anthrax LF prot -1&2, PriA SSB inh 5&4, DUSP3 inh 2, 3CLpro inhibitor -3, BH1578 lux ind -0.3 and Rv3671c inh 7.
Screening O=C(CCn1ccc2cc(S(=O)(=O)N3CCCC3)ccc21)NCc1cccc(F)c1 returned TcdB GH inh 0.1, PfHsp40 yeast -0.4, MazEF act 9, Yp Topo-I inh 9, Anthrax LF prot -4, PriA SSB inh -2, DUSP3 inh -3, 3CLpro inhibitor -2, BH1578 lux ind inactive and Rv3671c inh -3.
Screening O=C(NN1CCOCC1)c1cccc(Cl)c1 returned TcdB GH inh 0.1, PfHsp40 yeast 0.4, MazEF act 1, Yp Topo-I inh 12, Anthrax LF prot -2, PriA SSB inh -17, DUSP3 inh -5, 3CLpro inhibitor -4, BH1578 lux ind inactive and Rv3671c inh 4.
Screening O=C(NNC(=O)c1cnccc1C(F)(F)F)c1ccc(Cl)cc1 returned TcdB GH inh -1.3, PfHsp40 yeast -0.5, MazEF act 4, Yp Topo-I inh 0, Anthrax LF prot -7, PriA SSB inh -10, DUSP3 inh 6, 3CLpro inhibitor -3, BH1578 lux ind inactive and Rv3671c inh 4.
For O=c1[nH]c2ccccc2c2ccc(Cl)cc12 the results were TcdB GH inh 0.3, PfHsp40 yeast 2.4, MazEF act 6, Yp Topo-I inh -2, Anthrax LF prot 1, PriA SSB inh -1 and BH1578 lux ind inactive.
`CN(CC(=O)Nc1ccc(F)cc1)C(=O)COC(=O)/C=C/c1cccs1` gave TcdB GH inh -0.4, PfHsp40 yeast 1.7, MazEF act 2, Yp Topo-I inh 5, Anthrax LF prot -2, PriA SSB inh -7, BH1578 lux ind 0.6 and Rv3671c inh -2.
For CC/C(=N\NC(=O)c1nnn(-c2nonc2N)c1CN(C)c1ccccc1)c1ccccc1 the results were TcdB GH inh 0.2, PfHsp40 yeast -1.3, MazEF act -9, Yp Topo-I inh 0, Anthrax LF prot -1, DUSP3 inh 2, 3CLpro inhibitor 1, BH1578 lux ind -0.4 and Rv3671c inh -10.
CCOC(=O)Nc1ccc2c(c1)nc(CN1CCOCC1)n2C was read as PfHsp40 yeast 0.0, MazEF act 7, Yp Topo-I inh 1, Anthrax LF prot 1, PriA SSB inh -1, DUSP3 inh 6, 3CLpro inhibitor -7, BH1578 lux ind -32 and Rv3671c inh -1.
Cc1ccc(CN2C(=O)CCC2C(=O)NCCCN2CCC(C)CC2)cc1 (stereo not given) was read as PfHsp40 yeast 0.5, MazEF act 9, Yp Topo-I inh 1, Anthrax LF prot -5, PriA SSB inh -1, DUSP3 inh -5, 3CLpro inhibitor -3 and BH1578 lux ind 0.1.
OC(c1ccccc1)(c1ccccc1)C1CN2CCC1CC2 (stereo not given) was read as TcdB GH inh 2.1, PfHsp40 yeast -0.3, MazEF act 1, Yp Topo-I inh 0, Anthrax LF prot 1, PriA SSB inh -1, DUSP3 inh 20, 3CLpro inhibitor 2, BH1578 lux ind -2.5 and Rv3671c inh 1.
`CC(NC(=O)CSc1ncnc2nc[nH]c12)c1ccccc1` (stereo not given) gave TcdB GH inh 1.4, PfHsp40 yeast 0.9, MazEF act -7, Yp Topo-I inh -4, Anthrax LF prot -6, PriA SSB inh -6, DUSP3 inh -4, 3CLpro inhibitor 3, BH1578 lux ind inactive and Rv3671c inh 3.
Screening Oc1ccccc1CNc1ncc(Br)cc1Br returned TcdB GH inh -0.5, PfHsp40 yeast 5.0, MazEF act -8, Yp Topo-I inh 0, Anthrax LF prot -4, PriA SSB inh -35, DUSP3 inh 20, 3CLpro inhibitor 6 and Rv3671c inh -22.
CC(C)(O)C(=O)NNC(=S)Nc1ccc(F)c(Cl)c1 was read as TcdB GH inh -0.3, PfHsp40 yeast 0.8, MazEF act 18, Yp Topo-I inh 6, Anthrax LF prot -2, PriA SSB inh -5, DUSP3 inh 28, 3CLpro inhibitor 1, BH1578 lux ind 11 and Rv3671c inh 4.
`O=C1CC(C(=O)NCc2ccccc2)C2(CCCC2)O1` (stereo not given) gave PfHsp40 yeast -2.1, MazEF act -3, Yp Topo-I inh -7, Anthrax LF prot 2, PriA SSB inh -2, DUSP3 inh 1, 3CLpro inhibitor -1, BH1578 lux ind -1.0 and Rv3671c inh -2.
`Cc1ccc([N+](=O)[O-])c2c1C(N1CCCC1)C(C)(C)O2` (stereo not given) gave TcdB GH inh 1.0, PfHsp40 yeast -0.1, MazEF act -4, Yp Topo-I inh -3, Anthrax LF prot -1, PriA SSB inh 11, DUSP3 inh 6, 3CLpro inhibitor -4 and Rv3671c inh -17.
For O=C(COC(=O)CNC(=O)c1ccc(Cl)cc1)Nc1cccc(S(=O)(=O)N2CCCC2)c1 the results were TcdB GH inh -0.5, PfHsp40 yeast -2.0, MazEF act 13, Yp Topo-I inh 8, Anthrax LF prot -3, PriA SSB inh -5, DUSP3 inh 9, 3CLpro inhibitor 1, BH1578 lux ind -3.7 and Rv3671c inh -2.
For CC(=O)c1sc(NC(=O)c2ccc(C)c(C)c2)nc1C the results were TcdB GH inh 0.3, PfHsp40 yeast -1.8, MazEF act 23, Yp Topo-I inh -14, Anthrax LF prot -1, PriA SSB inh -5, DUSP3 inh 17, 3CLpro inhibitor 2, BH1578 lux ind -0.3 and Rv3671c inh 0.
CSCC(C)N1CCC(n2nccc2NC(=O)c2ccc3c(c2)OCO3)CC1 (stereo not given) was read as TcdB GH inh 1.1, PfHsp40 yeast 1.0, MazEF act -12, Yp Topo-I inh 0, Anthrax LF prot -2, PriA SSB inh 2, DUSP3 inh 6, 3CLpro inhibitor -2, BH1578 lux ind -0.4 and Rv3671c inh 1.
For COCCn1c(NC(=S)NC(=O)C2CC2)cc(=O)[nH]c1=O the results were TcdB GH inh 23*, PfHsp40 yeast -1.3, MazEF act 2, Yp Topo-I inh -11, Anthrax LF prot 0, PriA SSB inh 4, DUSP3 inh 6, 3CLpro inhibitor 1, BH1578 lux ind -3.3 and Rv3671c inh 9.
Screening CC(C)(C)C(=O)/C=C(N)/C=C/c1ccccc1 returned PfHsp40 yeast -0.8, MazEF act -9, Yp Topo-I inh 9, Anthrax LF prot -6, DUSP3 inh 32, 3CLpro inhibitor -2, BH1578 lux ind -0.3 and Rv3671c inh -14.

Molecules shown so far that contain a tert-butyl group, in the order listed:
For CC(C)(C)c1ccc(-c2nnc(SCCN3C(=O)c4ccccc4C3=O)o2)cc1 the results were PfHsp40 yeast 0.3, MazEF act 0, Yp Topo-I inh 35, Anthrax LF prot -5, PriA SSB inh -7, DUSP3 inh 16, 3CLpro inhibitor 1, BH1578 lux ind 0.8 and Rv3671c inh -4.
Screening CC(C)(C)C(=O)/C=C(N)/C=C/c1ccccc1 returned PfHsp40 yeast -0.8, MazEF act -9, Yp Topo-I inh 9, Anthrax LF prot -6, DUSP3 inh 32, 3CLpro inhibitor -2, BH1578 lux ind -0.3 and Rv3671c inh -14.
